# Epigenetic reg: Quantitative High-Throughput Screen for Regulators of Epigenetic Control; Potency, µM (highest dose often 53.9 µM), for the others: at the highest dose GFP activation, usual class: activators; murine LDR cells, GFP reporter derepression, 30 h; 0.2% of 280,000 active; active means well fitted activation curve with a large enough effect; inconclusive means small, poorly fitted or top-dose-only effect; further: % of control where 0% means no effect; nearly all actives have a fitted effect of over 60% in size
#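 GFP-positive cell count by laser-scanning cytometry (objects 20–120 um) after 30 h, 37 C compound exposure of murine LDR cells; reporter is CMV-GFP integrated at a silenced locus, inducible by HDAC or DNMT inhibitors.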
# LMNA splice mod: qHTS Assay for Modulators of Lamin A Splicing; 0.01% of 200,000 active; HeLa LMNA splicing GFP/RFP minigene ratio, 48 h; Potency, µM (doses to about 46.1 µM), for inactives: at the top dose ratio change, negative = inhibition, usual class: inhibitors; AID 1487, 2009; active means well fitted inhibition curve with a large enough effect in the signal ratio, with a control signal flat, not every such curve was filed as active; inconclusive means small, poorly fitted or top-dose-only effect, or effect the other way, or a change in a side signal; the % refers to the signal ratio; further: on the % scale 0 is the no-effect control and ±100 the full control effect
#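 S3 HeLa cells stably expressing lamin A-EGFP splicing minigene plus DsRed2, 600 cells/well, 48 h compound exposure at 37C. Laser-scanning cytometry; analysed as GFP (500-530 nm)/RFP (575-640 nm) total intensity ratio; 0.5% DMSO vehicle.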
# * marks the source's active call; other numbers are inactive results; ? = inconclusive; [ ] = dose if it differs, or a comment. Potency means the concentration at half of the fitted maximal effect.
SMILES,Epigenetic reg,LMNA splice mod
COc1ccc(C2=C(C)C(N3CCC(C(=O)Nc4cc(C)ccc4C)CC3)=NS2(=O)=O)cc1,8.8%,-11%[46 µM]
Cc1ccc2nc(N(Cc3cccnc3)C(=O)CCOc3ccccc3)sc2c1,8.0%,?
Cc1ccc(NC(=O)N2CCC(CN3CCCCCC3)CC2)c(Cl)c1,-1.2%,2%[46 µM]
Cc1nnsc1C(=O)Oc1ccc(C(C)C)cc1,-1.6%,6%[46 µM]
Cc1cc(C)c(NC(=O)CCS(=O)(=O)c2cc3c(cc2Cl)NC(=O)CO3)c(C)c1,3.1%,?
O=S(=O)(c1ccc2[nH]c3c(c2c1)CCCC3)N1CCN(c2cccc(C(F)(F)F)c2)CC1,-1.2%,?
COCCn1c(C)cc(O)c(C(c2ccccc2OC)N2CCCCC2)c1=O (stereo unspecified),-2.8%,-5%[46 µM]
CCc1nnc(NC(=O)CSc2nc3c([nH]c4ccccc43)c(=O)n2-c2ccc(Cl)cc2)s1,4.2%,?
COc1ccc(C(=O)Nc2ccc(-c3cc(C(F)(F)F)nn3-c3ccccc3)cc2)cc1OC,0.0%,?
CCN(Cc1ccccc1)S(=O)(=O)c1cc(C(=O)Nc2cc(Cl)cc(Cl)c2)ccc1F,0.6%,?

# Whole records, quoted from the list. Order of screens: Epigenetic reg	LMNA splice mod
# CCc1nnc(NC(=O)CSc2nc3c([nH]c4ccccc43)c(=O)n2-c2ccc(Cl)cc2)s1 is listed as 4.2%	?
# Cc1cc(C)c(NC(=O)CCS(=O)(=O)c2cc3c(cc2Cl)NC(=O)CO3)c(C)c1 is listed as 3.1%	?
# COc1ccc(C(=O)Nc2ccc(-c3cc(C(F)(F)F)nn3-c3ccccc3)cc2)cc1OC is listed as 0.0%	?
# O=S(=O)(c1ccc2[nH]c3c(c2c1)CCCC3)N1CCN(c2cccc(C(F)(F)F)c2)CC1 is listed as -1.2%	?
# Cc1nnsc1C(=O)Oc1ccc(C(C)C)cc1 is listed as -1.6%	6%[46 µM]

# Other records.
SMILES,Epigenetic reg,LMNA splice mod
O=C(CSc1n[nH]c(-c2ccccc2Cl)n1)N1CCN(c2ccc(F)cc2)CC1,-1.8%,-1%[46 µM]
COc1ccc(OC)c2sc(N(Cc3cccnc3)C(=O)c3ccc(C(C)=O)cc3)nc12,5.3%,-10%[46 µM]
O=C(Nc1nc2ccccc2s1)c1ccc(S(=O)(=O)N2CCCC2)cc1,2.8%,-7%[46 µM]
Cc1ccccc1CN1CCCN(CC(=O)Nc2c(C)cccc2C)S1(=O)=O,-0.8%,-4%[46 µM]
COc1ccccc1NC(=O)CN1C(=O)C2(SCC(=O)N2c2ccc(C)c(C)c2)c2ccccc21 (stereo unspecified),-0.2%,6%[46 µM]
CCC1CCCCN1CCCNC(=O)c1ccc2c(c1)sc1nc(-c3ccc(F)cc3)cn12 (stereo unspecified),0.0%,-7%[46 µM]
O=C(NCc1ccc2c(c1)CCN2C(=O)c1ccc(Cl)cc1)c1ccco1,0.2%,?
Cc1cc2[nH]c(=O)c(=O)[nH]c2cc1S(=O)(=O)Nc1ccc(OC(F)(F)F)cc1,-1.2%,-6%[46 µM]
COc1ccc(OC)c(NC(=O)CSC2=Nc3ccccc3C3=NC(CCC(=O)NCc4ccccc4)C(=O)N23)c1 (stereo unspecified),0.0%,2%[46 µM]
Cc1ccc(-c2nc(C)c(CCNC(=O)C(=O)Nc3ccc4c(c3)OCO4)s2)cc1,1.4%,14%[46 µM]
O=C(COc1ccccc1)Nc1ccc(S(=O)(=O)N(Cc2ccccc2)c2ccccc2)cc1,?,16%[46 µM]
Cc1cccc(NS(=O)(=O)c2ccc(NC(=O)N3CCCC3)cc2)c1,2.8%,?
COc1cc(NC(=O)c2nn(-c3ccc(F)cc3)c(=O)n(C)c2=O)cc(OC)c1OC,-1.6%,-6%[46 µM]
Cc1ccc(NC(=O)CN2C(=O)COc3ccc(S(=O)(=O)NC4CCCC4)cc32)cc1Cl,-1.2%,?
Cc1ccc(CSc2nc3ccsc3c(=O)n2CCC(C)C)cc1,-1.3%,?
CCOC(=O)Cn1c(=O)n(C2CCCCC2)c2nc(-c3ccc(Cl)cc3)nc(C(N)=O)c21,-1.7%,?
COc1cc(Nc2nc(SCc3ccc(Cl)cc3)nc3ccccc23)cc(OC)c1,-0.5%,?
CCOc1ccc(-c2nnc(SCC(=O)NCCC(C)C)nc2-c2ccc(OCC)c(OC)c2)cc1OC,0.0%,6%[46 µM]
COc1ccc(CCNS(=O)(=O)c2ccc(N3CCCCS3(=O)=O)cc2)cc1OC,-4.1%,?
Cc1cc(C)c2nc(NC(=O)c3ccc(S(=O)(=O)N4CCCC4)cc3)sc2c1,4.1%,5%[46 µM]
O=C(CSc1nc2ccccc2n1Cc1ccccc1F)NCc1ccccc1,-4.9%,5%[46 µM]
Cc1nc(C)c(-c2ccc(SCC(=O)Nc3ccc(C)c(F)c3)nn2)s1,2.8%,28%[46 µM]
CCc1ccc(NC(=O)CSc2nnc(-c3nonc3NC(C)=O)n2-c2ccccc2)cc1,-3.2%,7%[46 µM]
COc1cc(CNc2ccc3[nH]c(=O)[nH]c3c2)ccc1OCc1ccccc1F,0.0%,?
COc1cccc(C(=O)NCC(c2ccc3c(c2)OCO3)N2CCOCC2)c1 (stereo unspecified),0.0%,?
CCc1ccc(OCC2c3cc(OC)c(OC)cc3CCN2C(=O)c2ccc(S(=O)(=O)N3CCCC3)cc2)cc1 (stereo unspecified),1.3%,-12%[46 µM]
Cc1ccccc1NC(=O)c1cnc2sc(N3CCCC3)nn2c1=O,0.0%,-4%[46 µM]
Cc1ccc(S(=O)(=O)N2CCCc3cc(NC(=O)c4ccc(C(F)(F)F)cc4)ccc32)cc1,-4.1%,4%[46 µM]
Cc1cc(C(=O)Nc2ccc(-n3c(C)nc4ccccc4c3=O)cc2)ccc1[N+](=O)[O-],1.3%,0%[46 µM]
Cc1ccc(S(=O)(=O)c2nnn3c2nc(N2CCN(c4cccc(C)c4C)CC2)c2ccccc23)cc1C,-1.2%,8%[46 µM]

# Reformatted with values ahead of the structure: entries from further up
Epigenetic reg,LMNA splice mod,SMILES
-4.9%,5%[46 µM],O=C(CSc1nc2ccccc2n1Cc1ccccc1F)NCc1ccccc1
2.8%,28%[46 µM],Cc1nc(C)c(-c2ccc(SCC(=O)Nc3ccc(C)c(F)c3)nn2)s1

# More results follow:
SMILES,Epigenetic reg,LMNA splice mod
CCOC(=O)c1[nH]c(C)c(CCC(=O)Nc2cc(Cl)c(OC)cc2OC)c1C,-3.4%,?
COc1ccc(NC(=O)CSc2ccc3nc(-c4ccccc4)cn3n2)c(OC)c1,17%,-13%[46 µM]
COc1ccc(OC)c(CCNC(=O)c2c(C)oc3ncn(CC(C)C)c(=O)c23)c1,0.0%,?
COC(=O)c1ccc(NC(=O)CCn2cccn2)cc1,1.1%,-5%[46 µM]
CC(=O)c1cccc(NC(=O)C2CCN(c3ncnc4c3nc3n4CCCCC3)CC2)c1,-1.2%,?
CCC(Sc1nc2nccnc2c(=O)n1Cc1ccc(OC)cc1)C(=O)NC1CCCCC1 (stereo unspecified),0.0%,-14%[46 µM]
Cc1cccc(N2CCN(S(=O)(=O)c3ccc(F)c(C(=O)Nc4ccc(C(C)C)cc4)c3)CC2)c1C,0.6%,-15%[46 µM]
O=C(COc1ccccc1F)Nc1ccc(Cl)c(-c2nc3ccccc3[nH]2)c1,-2.4%,-17%[46 µM]
Cc1cc(O)c(C(c2ccccc2)N2CCCCC2)c(=O)n1Cc1ccco1 (stereo unspecified),-2.4%,-5%[46 µM]
CC(CCc1ccccc1)NC(=O)CSc1n[nH]c(-c2ccc(F)cc2)n1 (stereo unspecified),1.2%,-28%[46 µM]
COc1ccc(Cc2c(C)nn(-c3nc(C)c(C(=O)Nc4ccc(C)cc4C)s3)c2C)cc1,-3.2%,6%[46 µM]
Cc1ccc(N(Cc2cccs2)C(=O)Nc2cccc(Cl)c2)cc1,0.8%,-3%[46 µM]
CC(=O)N1c2nc(-c3ccco3)nn2C2(CCCCC2)[C@@H]2CCCC[C@@H]21,-3.2%,3%[46 µM]
CC(C)Oc1ccc(CNC(=O)c2ccc3c(c2)N(C)C(=O)C2CCCCN32)cc1 (stereo unspecified),-1.7%,-28%[46 µM]
Cc1ccccc1OCC(=O)Nc1ccc2nc(SCc3ccccc3)sc2c1,1.6%,?
CCN(CC)CCNC(=O)c1ccc(Cn2c(SCc3ccccc3)nc3cccnc32)cc1,0.0%,-4%[46 µM]
Cc1c(C(=O)N(C)Cc2ccccc2)sc2nc(-c3ccc(F)cc3)cn12,0.0%,?
CCCN1CCc2nc(N3CCN(c4ncccn4)CC3)ncc2C1,-1.9%,?
CC(C)C(=O)Nc1nnc(S(=O)(=O)N2c3ccccc3CC2C)s1 (stereo unspecified),0.0%,6%[46 µM]
COC(=O)c1ccc(OCC2c3cc(OC)c(OC)cc3CCN2C(=O)C(C)C)cc1 (stereo unspecified),-0.3%,6%[46 µM]
O=C(NCCc1ccccc1)c1ccc(Cn2c(SCc3cccc(F)c3)nc3cccnc32)cc1,-1.2%,?
COc1ccc(N2CCN(C(=O)c3cc4c(=O)n(Cc5ccccc5)ccc4nc3C)CC2)cc1,1.1%,-6%[46 µM]
CCOc1ccccc1NC(=O)C1CCN(S(=O)(=O)c2c(C)noc2/C=C/c2ccc(C)cc2)CC1,3.4%,3%[46 µM]
CCCCc1nn2c(=O)cc(COC(=O)c3cccc(NC(=O)c4cccc(C)c4)c3)nc2s1,-1.9%,?
CCCSc1nc2c(c(=O)[nH]1)C(c1ccc(O)c(OCC)c1)CC(=O)N2 (stereo unspecified),-3.2%,6%[46 µM]
Cc1nn(C)c2c1c(C(F)(F)F)cc(=O)n2CC(=O)N1CCCCC1C (stereo unspecified),1.1%,10%[46 µM]
CCOc1ccccc1NC(=O)COC(=O)CC(C)(C)CC1=NS(=O)(=O)c2ccccc2N1,-1.3%,?
COc1ccccc1CNC(=O)Cn1c(=O)nc(-c2ccccc2)c2ccccc21,-0.9%,1%[46 µM]
CCc1ccccc1NC(=O)c1ncoc1-c1ccco1,3.3%,-3%[46 µM]
O=C(NCC(c1ccco1)S(=O)(=O)c1ccc(Cl)cc1)c1ccc(C(F)(F)F)cc1 (stereo unspecified),3.2%,-4%[46 µM]
CCCC(=O)NCC(c1ccc2c(c1)OCO2)N1CCN(c2ccccc2)CC1 (stereo unspecified),0.0%,1%[46 µM]
CCc1ccccc1N1C(=O)N(C)c2ccccc2S1(=O)=O,-1.3%,7%[46 µM]
Cc1ccc(Cl)cc1NC(=O)CSc1nc2ccccc2c2nc(-c3ccccc3)nn12,-1.3%,?
Cc1ccc(-n2cc(C(=O)Oc3cccc(C)c3)c3ccccc3c2=O)cc1,0.0%,?
COc1ccc(S(=O)(=O)NCC(c2ccc(N(C)C)cc2)N2CCOCC2)cc1 (stereo unspecified),2.8%,7%[46 µM]
Cc1ccc2nc(CSc3nnc(NC(=O)C(C)C)s3)cc(=O)n2c1,-2.1%,-13%[46 µM]
CCc1cccc(N2C(=O)N(Cc3c(F)cccc3Cl)c3ccccc3S2(=O)=O)c1,4.7%,5%[46 µM]
CCOc1ccccc1CNS(=O)(=O)c1cnc(N)nc1,0.0%,3%[46 µM]
COCCn1c(C)cc(O)c(C(c2ccc(Cl)cc2)N2CCN(c3ccccc3)CC2)c1=O (stereo unspecified),-1.1%,4%[46 µM]
O=C(CSc1ncc(CO)n1Cc1ccccc1)Nc1nc2ccccc2s1,0.0%,?
COc1ccc(Br)cc1CNC(=O)CCSCc1ccc(C)cc1,-2.3%,2%[46 µM]
Cc1ccc(CNC(=O)Cn2c(SCC(=O)Nc3ccc(F)cc3)nc3ccccc32)cc1,12%,?
Cc1ccc(Cc2c(C)nc3nc(SCC(=O)NC4CCC(C)CC4)nn3c2C)cc1 (stereo unspecified),0.6%,?
Cc1cc(C)cc(NC(=O)CSCc2cc(=O)c3ccc(C)c(C)c3[nH]2)c1,3.8%,-6%[46 µM]
CCOc1cccc2sc(N(Cc3cccnc3)C(=O)c3ccco3)nc12,7.9%,6%[46 µM]
O=C(Nc1ccc(Cl)cc1Cl)c1cc(S(=O)(=O)N2CCc3ccccc32)ccc1F,6.2%,-4%[46 µM]
CCn1ccc2cc(S(=O)(=O)N3CCCN(C(=O)Nc4cccc(Cl)c4)CC3)ccc21,-0.6%,9%[46 µM]
Cc1ccc(CNC(=O)C2CCN(S(=O)(=O)N3CCC(C)CC3)CC2)cc1,1.5%,2%[46 µM]
O=C(CN1CCCN(Cc2cccc(Cl)c2)S1(=O)=O)Nc1ccc2c(c1)OCCO2,-3.1%,-1%[46 µM]
Cc1ccc(CNC(=O)c2ccc3c(c2)NC(=O)C(CS(=O)(=O)Cc2cccc(C)c2)N3)cc1 (stereo unspecified),?,?
O=C(Nc1ccc(C(=O)N2CCN(c3ccccc3F)CC2)cc1)c1nsc2ccccc12,-1.1%,-13%[46 µM]
CC(=O)c1ccc(S(=O)(=O)Nc2cccc(-c3ccc(N4CCCCC4)nn3)c2)cc1,0.0%,8%[46 µM]

# Only part of the results is shown, so the mix of outcomes need not match the whole.
